TcdB GH inh: TcdB glycohydrolase inhibitors, primary screen, biochemical, single point, plate reader | inhibition, % at 9.99 µM | Toxin B (Clostridioides difficile), P18177 | TcdB glycohydrolase enzymatic assay | AID 652162, 2013 | hit rate 0.24% among 350,000; in the data active = inhibition above about 10%
Active calls of the source: *. These rows are one share of the data. The share of hits here may be higher or lower than overall.

compound,TcdB GH inh
COc1ccc2c3c([nH]c2c1)[C@@H](CO)N(C(=O)Nc1ccc(F)cc1)CC31CN(S(=O)(=O)c2ccc(C)cc2)C1,-0.1
Cc1ccccc1S(=O)(=O)N1CC[C@H]2[C@H](CO)Nc3ccc(-c4ccccc4)cc3[C@H]21,-0.1
C[C@@H]1CN([C@@H](C)CO)C(=O)Cc2cc(NC(=O)CCC(F)(F)F)ccc2O[C@H]1CN(C)S(=O)(=O)c1cccs1,1.0
Cc1noc(C)c1S(=O)(=O)Nc1ccc2c(c1)CC(=O)N([C@@H](C)CO)C[C@@H](C)[C@H](CN(C)C(=O)NC(C)C)O2,-0.8
C[C@H]1CN([C@@H](C)CO)C(=O)c2cc(C#CC3(O)CCCC3)cnc2O[C@@H]1CN(C)C(=O)C1CCOCC1,0.3
C[C@H]1CN([C@@H](C)CO)C(=O)Cc2cc(NC(=O)C3CCCCC3)ccc2O[C@@H]1CN(C)Cc1ccc(C(=O)Nc2ccccc2N)cc1,1.9
CC(C)C#Cc1ccc2c(c1)O[C@@H](CN(C)S(C)(=O)=O)[C@H](C)CN([C@H](C)CO)S2(=O)=O,0.1
C[C@@H]1CN([C@@H](C)CO)C(=O)c2cc(C#CC(C)(C)O)cnc2O[C@@H]1CN(C)C(=O)C1CC1,-0.9
C/C=C/c1ccccc1[C@H]1[C@@H](C#N)N(S(=O)(=O)c2cccc(F)c2)[C@H]1CO,0.4
C[C@@H]1CN([C@H](C)CO)C(=O)Cc2cc(NS(=O)(=O)c3cn(C)cn3)ccc2O[C@@H]1CN(C)S(=O)(=O)c1cccs1,-11
COc1ccc(-c2cnc3c(c2)C(=O)N([C@H](C)CO)C[C@@H](C)[C@H](CN(C)Cc2ccc(C(=O)O)cc2)O3)cc1,-0.4
COc1ccc(-c2ccc([C@@H]3[C@H](C#N)N[C@H]3CO)cc2)cc1,0.6
C[C@H]1CN([C@@H](C)CO)C(=O)Cc2cc(NC(=O)c3ccncc3)ccc2O[C@@H]1CN(C)C(=O)Nc1ccc(F)cc1,0.2
C[C@H]1CN([C@@H](C)CO)C(=O)c2cccc(NC(=O)C3CCCCC3)c2O[C@H]1CN(C)C(=O)Nc1ccc2c(c1)OCO2,-0.1
Cc1noc(C)c1S(=O)(=O)Nc1ccc2c(c1)C(=O)N([C@H](C)CO)C[C@@H](C)[C@@H](CN(C)CC1CCCCC1)OCCCC[C@H](C)O2,-0.1
Cc1noc(C)c1S(=O)(=O)N(C)C[C@@H]1OCCCC[C@@H](C)Oc2ccc(NC(=O)Nc3ccc(C(F)(F)F)cc3)cc2C(=O)N([C@@H](C)CO)C[C@@H]1C,-0.4
CC(=O)N(C)C[C@H]1Oc2ncc(C#C[C@@H](C)O)cc2C(=O)N([C@H](C)CO)C[C@@H]1C,0.4
CN1c2ccc(Br)cc2[C@H]2[C@H](CCN2C(=O)CN2CCOCC2)[C@H]1CO,-0.4
C[C@@H]1CN([C@H](C)CO)C(=O)c2cc(NC(=O)Nc3ccc4c(c3)OCO4)ccc2O[C@@H]1CN(C)S(=O)(=O)c1cccs1,-0.5
CO[C@H]1CN(C)C(=O)c2ccc(NS(=O)(=O)c3ccccc3F)cc2OC[C@@H](C)NC[C@H]1C,-1.2
COc1ccccc1CNC(=O)C[C@H]1CC[C@@H]2[C@H](COC[C@@H](O)CN2C(=O)Nc2ccc(C(F)(F)F)cc2)O1,0.1
N#C[C@@H]1[C@H](c2ccc(C3=CCCC3)cc2)[C@H](CO)N1C(=O)Nc1ccccc1F,0.1
CC(C)COC(=O)N(C)C[C@@H]1OCc2ccccc2-c2ccccc2C(=O)N([C@@H](C)CO)C[C@H]1C,-0.5
COc1ccc(C#Cc2cnc3c(c2)C(=O)N([C@H](C)CO)C[C@H](C)[C@H](CN(C)Cc2cccc(C)c2)O3)cc1OC,-0.6
CO[C@H]1CN(C)C(=O)c2cc(NC(C)=O)ccc2OC[C@H](C)NC[C@@H]1C,-0.1
CCS(=O)(=O)N1CC2(C1)[C@H](c1ccccc1)[C@H](CO)N2Cc1ccccn1,-0.6
COc1ccc(CN(C)C[C@H]2Oc3c(NS(=O)(=O)c4ccccc4)cccc3C(=O)N([C@H](C)CO)C[C@H]2C)cc1,-1.2
C[C@H]1CN([C@@H](C)CO)C(=O)c2cc(N(C)C)ccc2O[C@H]1CN(C)Cc1ccc2c(c1)OCO2,-14
CC(=O)N(C)C[C@H]1Oc2cc(C#CC3CCCC3)ccc2S(=O)(=O)N([C@@H](C)CO)C[C@H]1C,0.0
CCC(=O)N1[C@H](CO)[C@H](c2ccccc2)[C@@H]1CN(C(C)C)S(C)(=O)=O,-1.1
COCC#Cc1ccc([C@@H]2[C@H](C#N)N(C(=O)c3cccnc3)[C@H]2CO)cc1,0.0
CCCNC(=O)N(C)C[C@@H]1Oc2ncc(C#Cc3ccccc3F)cc2C(=O)N([C@H](C)CO)C[C@H]1C,-0.7
CN1c2ccc(C#Cc3cccnc3)cc2[C@H]2[C@H](CCN2S(=O)(=O)c2cccc(F)c2)[C@H]1CO,-1.0
C[C@@H]1CN([C@@H](C)CO)C(=O)c2cc(C#Cc3cccnc3)cnc2O[C@H]1CN(C)C(=O)CC1CC1,-1.6
COc1ccccc1-c1ccc2c(c1)[C@@H]1[C@@H](CCN1C(=O)C1CCCCC1)[C@@H](CO)N2,-1.1
COc1ccc(NC(=O)N(C)C[C@H]2OCCCC[C@H](C)Oc3ccc(NS(=O)(=O)c4ccc(Cl)cc4)cc3C(=O)N([C@H](C)CO)C[C@@H]2C)cc1,-0.4
O=S(=O)(c1ccc(F)cc1)N1CC[C@@H]2[C@H]1c1cc(Br)ccc1N[C@@H]2CO,-0.5
CN1C(=O)c2cc(NC(=O)C3CCC3)ccc2OC[C@H]2O[C@@H](CC(=O)NCCc3ccncc3)CC[C@@H]21,-0.8
CN1c2ccc(-c3ccccc3)cc2[C@@H]2[C@@H](CCN2C(=O)c2ccc3c(c2)OCO3)[C@H]1CO,-1.0
COc1ccccc1S(=O)(=O)N[C@H]1CC[C@@H](CCNC(=O)C2CC2)O[C@H]1CO,0.0
O=C(NCCCN1CCOCC1)[C@H]1[C@H](CO)[C@H]2Cn3c(ccc(C4=CCCCC4)c3=O)[C@@H]1N2,5.2
O=C(C[C@@H]1C[C@H]2c3cc(NC(=O)NC4CCCCC4)ccc3O[C@H]2[C@H](CO)O1)NCc1cccnc1,-0.6
CCS(=O)(=O)Nc1ccc2c(c1)C(=O)N(C)C[C@@H](OC)[C@H](C)CN(C(=O)COC)[C@H](C)CO2,-5.4
CCC(=O)N1[C@H](CO)[C@H]2c3ccccc3N(C(=O)Nc3ccc(Cl)cc3)C[C@H]21,1.4
CC(C)NC(=O)N(C)C[C@@H]1Oc2ncc(C#CC3(O)CCCC3)cc2C(=O)N([C@@H](C)CO)C[C@H]1C,1.0
CN(C)CC(=O)N1[C@H](C#N)[C@H](c2ccccc2-c2ccc(C(=O)N(C)C)cc2)[C@@H]1CO,0.4
COCc1cn(CC[C@H]2CC[C@H](NC(=O)Nc3ccc4c(c3)OCO4)[C@H](CO)O2)nn1,0.2
O=S(=O)(c1cccs1)N1CCCCN2[C@H](C1)[C@H](c1ccc(-c3ccccc3)cc1)[C@@H]2CO,-0.2
CC=Cc1ccc2n(c1=O)C[C@H]1[C@H](CO)[C@@H](C(=O)NCC(F)(F)F)N(CCC)[C@@H]21 (mixture of isomers),-1.6
COc1ccccc1C#Cc1ccc([C@H]2[C@H]3CN(S(C)(=O)=O)CCCCN3[C@H]2CO)cc1,0.4

Further compounds follow.
compound,TcdB GH inh
O=C(CCN1CCCCC1)N[C@H]1CC[C@@H](CCn2cc(-c3cccc(F)c3)nn2)O[C@H]1CO,-0.9
Cc1noc(C)c1S(=O)(=O)N(C)C[C@@H]1Oc2c(NS(=O)(=O)c3cn(C)cn3)cccc2C(=O)N([C@@H](C)CO)C[C@H]1C,0.2
CO[C@@H](CN(C)Cc1nccs1)[C@H](C)CN([C@@H](C)CO)S(=O)(=O)c1ccc(C)cc1,0.0
COCC(=O)N(C)C[C@@H]1Oc2ncc(Br)cc2C(=O)N([C@H](C)CO)C[C@H]1C,-5.1
Cc1ccc(S(=O)(=O)N(C)C[C@H]2OCCCC[C@@H](C)Oc3ccc(NC(=O)c4ccncc4)cc3C(=O)N([C@H](C)CO)C[C@@H]2C)cc1,0.2
CCC(=O)Nc1ccc2c(c1)C(=O)N(C)C[C@@H](OC)[C@H](C)CN(C(=O)c1ccccn1)[C@@H](C)CO2,1.3
Cc1ccc(S(=O)(=O)Nc2ccc3c(c2)CC(=O)N([C@@H](C)CO)C[C@H](C)[C@@H](CN(C)C(=O)NC2CCCCC2)O3)cc1,0.9
O=C1c2ccccc2C(=O)N1C[C@@H]1CCCN(Cc2ccc(OCCO)cc2)C1,0.6
C[C@@H]1CN([C@H](C)CO)C(=O)c2cccc(NS(=O)(=O)c3ccc(Cl)cc3)c2O[C@H]1CN(C)Cc1ccc(Oc2ccccc2)cc1,0.0
Cc1noc(C)c1S(=O)(=O)Nc1ccc2c(c1)C(=O)N([C@H](C)CO)C[C@H](C)[C@H](CN(C)C(=O)c1ccncc1)OCCCC[C@@H](C)O2,0.1
Cc1ccc(S(=O)(=O)N(C)C[C@H]2Oc3c(NC(=O)c4ccc(-c5nccs5)cc4)cccc3C(=O)N([C@H](C)CO)C[C@H]2C)cc1,1.6
CCCN(C)C[C@@H]1Oc2ncc(-c3ccccc3F)cc2C(=O)N([C@@H](C)CO)C[C@@H]1C,-0.9
Cc1noc(C)c1S(=O)(=O)Nc1ccc2c(c1)C(=O)N([C@H](C)CO)C[C@H](C)[C@H](CN(C)C)OCCCC[C@@H](C)O2,0.6
C[C@H]1CN([C@@H](C)CO)C(=O)Cc2cc(NC(=O)Nc3ccccc3)ccc2O[C@H]1CN(C)S(=O)(=O)c1cccs1,-2.6
C[C@H](CO)N1C[C@H](C)[C@@H](CN(C)S(=O)(=O)c2cn(C)cn2)Oc2ccc(NS(=O)(=O)c3ccc(F)cc3)cc2CC1=O,2.5
C[C@@H]1CCCCO[C@@H](CN(C)S(=O)(=O)c2ccc(Cl)cc2)[C@@H](C)CN([C@H](C)CO)C(=O)c2cc(NC(=O)c3ccncc3)ccc2O1,-0.8
CO[C@H]1CN(C)C(=O)c2cc(NC(C)=O)ccc2OC[C@@H](C)N(Cc2ccccc2F)C[C@@H]1C,1.0
C[C@H]1CN([C@@H](C)CO)C(=O)c2cccc(NS(=O)(=O)c3cn(C)cn3)c2O[C@@H]1CN(C)C(=O)Nc1ccccc1,1.1
CS(=O)(=O)Nc1ccc2c(c1)[C@H]1C[C@H](CC(=O)NC3CCCC3)O[C@@H](CO)[C@H]1O2,-1.1
CO[C@@H]1CN(C)C(=O)c2cc(NC(=O)C3CC3)ccc2OC[C@@H](C)N(C(=O)CN(C)C)C[C@@H]1C,-1.2
O=C(Nc1ccc2c(c1)[C@@H]1C[C@@H](CC(=O)N3CCCCC3)O[C@@H](CO)[C@@H]1O2)C1CCOCC1,0.5
C[C@@H]1CN([C@@H](C)CO)C(=O)Cc2cc(NC(=O)NC3CCCCC3)ccc2O[C@@H]1CN(C)Cc1ccc(-c2ccccc2)cc1,-2.4
CC(C)NC(=O)N[C@H]1C=C[C@@H](CC(=O)NCCCN(C)C)O[C@H]1CO,1.5
Cc1ccc(-c2cnc3c(c2)C(=O)N([C@H](C)CO)C[C@H](C)[C@@H](CN(C)CC2CCCC2)O3)cc1,0.5
C[C@@H](NC(=O)C[C@@H]1CC[C@H](NS(=O)(=O)c2cccc(F)c2)[C@@H](CO)O1)c1ccccc1,0.1
COc1ccc(NC(=O)N2CC(=O)N3[C@H](CO)[C@H](c4ccc(C5=CCCC5)cc4)[C@H]3C2)cc1,2.1
CO[C@H]1CN(C)C(=O)c2ccc(NC(C)=O)cc2OC[C@H](C)N(C(=O)c2ccccc2)C[C@H]1C,0.0
CCCNC(=O)N1C[C@H]2[C@@H](c3ccccc31)[C@@H](CO)N2Cc1ccc2c(c1)OCO2,0.9
CCCNC(=O)N[C@H]1C=C[C@@H](CC(=O)NCCc2ccccc2)O[C@@H]1CO,0.4
O=C(c1ccccn1)N1CC2(C1)[C@@H](c1ccccc1)[C@@H](CO)N2Cc1ccc(Cl)cc1,-0.7
CCC(=O)N(C)C[C@@H]1Oc2ncc(-c3ccc(C)cc3)cc2C(=O)N([C@@H](C)CO)C[C@@H]1C,-6.4
COc1ccc(S(=O)(=O)N(C)C[C@H]2Oc3ccc(NC(=O)Nc4ccc5c(c4)OCO5)cc3C(=O)N([C@H](C)CO)C[C@H]2C)cc1,0.8
CCN1[C@H](C(=O)NCCc2cn(C)cn2)[C@@H](CO)[C@@H]2Cn3c(ccc(-c4ccc(F)cc4)c3=O)[C@@H]21,0.1

Some of the entries so far, as labelled records:
> C[C@@H]1CN([C@@H](C)CO)C(=O)c2cc(C#Cc3cccnc3)cnc2O[C@H]1CN(C)C(=O)CC1CC1
  TcdB GH inh = -1.6
> COc1ccccc1-c1ccc2c(c1)[C@@H]1[C@@H](CCN1C(=O)C1CCCCC1)[C@@H](CO)N2
  TcdB GH inh = -1.1
> COc1ccc(NC(=O)N(C)C[C@H]2OCCCC[C@H](C)Oc3ccc(NS(=O)(=O)c4ccc(Cl)cc4)cc3C(=O)N([C@H](C)CO)C[C@@H]2C)cc1
  TcdB GH inh = -0.4

4 neighbouring records from above, quoted:
compound,TcdB GH inh
CCCNC(=O)N1C[C@H]2[C@@H](c3ccccc31)[C@@H](CO)N2Cc1ccc2c(c1)OCO2,0.9
CCCNC(=O)N[C@H]1C=C[C@@H](CC(=O)NCCc2ccccc2)O[C@@H]1CO,0.4
O=C(c1ccccn1)N1CC2(C1)[C@@H](c1ccccc1)[C@@H](CO)N2Cc1ccc(Cl)cc1,-0.7
CCC(=O)N(C)C[C@@H]1Oc2ncc(-c3ccc(C)cc3)cc2C(=O)N([C@@H](C)CO)C[C@@H]1C,-6.4
